Jurkat viability = cytotoxic compounds reducing Jurkat cell viability; Jurkat E6.1 viability, ATP luminescence, 48 h; inhibition, % at 4 µM; actives 1.2% (n = 56,000); AID 463;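 active means inhibition above the mean inhibition of all tested compounds plus 3 SD, cut at about 28% in these data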
HEK293 NFkB inh = inhibitors of the PMA/ionomycin-induced NF-kB reporter in HEK293 cells; actives 0.21% (n = 62,000); inhibition, % at 3 µM; HEK-293 NF-kB luciferase reporter, luminescence;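 active means inhibition above the mean of all tested compounds plus 3 SD, cut at about 40% in these data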;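 further: 0% = stimulated DMSO wells and 100% = 10 µM reference inhibitor 5653914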
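Reagent: PMA plus ionomycin mix as NF-kB-activating stimulus. Assay system: NF-kB luciferase reporter HEK-293 cells. Technique: luminescence from luciferase substrate reagent. Incubation: 1 h compound pre-incubation, 16 h PMA/ionomycin at 37 °C. Benchmarks: DMSO only as uninhibited control, 10 µM reference inhibitor as full inhibition. Repeats: tested once.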
TNAP act mid DEA = activates human TNAP at intermediate phosphate acceptor concentration; P05186; purified TNAP, CDP-star luminescence, 100 mM DEA, 30 min; hits give high values; scale: 0 levamisole-inhibited, 1 vehicle-only enzyme; activation factor at 20 µM; 64,000 tested, under 10 active;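 active means activation factor of at least 2 at 20 µM, relative to controls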
Target sequence (P05186 whole entry, looked up): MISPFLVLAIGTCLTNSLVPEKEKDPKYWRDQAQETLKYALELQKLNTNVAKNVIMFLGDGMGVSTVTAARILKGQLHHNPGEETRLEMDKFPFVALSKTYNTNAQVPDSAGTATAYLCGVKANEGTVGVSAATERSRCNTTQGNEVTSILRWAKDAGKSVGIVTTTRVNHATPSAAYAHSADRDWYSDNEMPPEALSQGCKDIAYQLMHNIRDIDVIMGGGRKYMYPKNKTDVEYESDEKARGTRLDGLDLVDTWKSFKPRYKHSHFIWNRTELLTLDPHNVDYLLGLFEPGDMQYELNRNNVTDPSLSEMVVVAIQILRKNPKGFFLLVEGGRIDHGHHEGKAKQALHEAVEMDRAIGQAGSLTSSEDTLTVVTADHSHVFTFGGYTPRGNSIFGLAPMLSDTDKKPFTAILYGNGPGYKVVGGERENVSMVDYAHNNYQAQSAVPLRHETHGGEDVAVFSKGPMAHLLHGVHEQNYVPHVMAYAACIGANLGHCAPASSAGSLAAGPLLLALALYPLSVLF
D1 allo mod = allosterically modulates the human D1 dopamine receptor. AID 641. actives 5.9% (n = 58,000). B-score at 10 µM. HEK293 D1, CRE-luciferase, dopamine EC30 potentiation; actives deviate in either direction;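 active means luminescence count or its row- and column-corrected plate score outside the 99.7% band of the plate's sample wells, on either side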
Target sequence (P21728 whole entry, looked up): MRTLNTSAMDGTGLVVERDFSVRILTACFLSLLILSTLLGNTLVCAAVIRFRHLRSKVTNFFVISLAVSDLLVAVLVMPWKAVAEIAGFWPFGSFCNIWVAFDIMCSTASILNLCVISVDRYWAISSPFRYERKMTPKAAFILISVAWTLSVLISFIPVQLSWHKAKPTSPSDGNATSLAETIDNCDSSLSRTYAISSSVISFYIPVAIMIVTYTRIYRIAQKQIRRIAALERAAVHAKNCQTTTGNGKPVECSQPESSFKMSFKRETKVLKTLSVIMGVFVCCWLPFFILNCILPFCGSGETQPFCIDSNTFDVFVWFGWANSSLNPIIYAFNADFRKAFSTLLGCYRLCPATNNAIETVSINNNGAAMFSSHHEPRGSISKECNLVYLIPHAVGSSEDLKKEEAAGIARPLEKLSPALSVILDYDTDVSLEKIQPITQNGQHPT
Ec RNAP inh = inhibitors of Escherichia coli RNA polymerase; E. coli RNA polymerase, fluorescence transcription assay; inhibition, %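 (tested at 10 µM)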; actives 0.2% (n = 62,000); AID 559; in the data active means inhibition above about 20%;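 further: 0% = enzyme without compound and 100% = no enzyme blank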
S1P3 ag = agonists of human S1P3 receptor; activation, % at 4.5 µM; S1P3 NFAT-BLA reporter cells, agonism, FRET ratio; relative to 1 µM S1P, basal subtracted; actives 0.1% (n = 60,000); Q99500;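 active means activation above the screen-wide mean plus 3 SD, cut at about 4.5% in these data, passing the limit was not always enough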; further: some compounds called inactive have numbers as strong as hits
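material = human S1P3 NFAT-BLA reporter CHO cells | schedule = 4 h compound at 37 °C, 2 h substrate at RT | measured by = fluorescent BLA substrate, ex 405 nm, em 460/535 nm ratio | controls = 1 µM S1P reference | replication = primary once, confirmation triplicate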
S1P1 ag-PAM = activates or potentiates agonism at human S1P1 receptor; P21453; S1P1 CRE-bla cells, forskolin, beta-lactamase FRET, potentiator mode; S1P1 agonist co-added at EC20, 2 nM; 100% = saturating reference agonist, 0% = basal; activation, % at 9.5 µM; actives 0.57% (n = 56,000);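 active means activation above a cutoff set at the mean activation of all tested compounds plus 3 SD, cut at about 54% in these data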;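 further: forskolin at 4 µM as EC80 and the EC20 agonist is SEW2871; 100% = SEW2871 at its EC100 plus forskolin at EC80; some compounds past the cut are filed as inactive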
M1 ag = activates the M1 muscarinic receptor. CHO-M1 cells, Fluo-4 calcium fluorescence, agonist mode; hits give high values. actives 3% (n = 64,000). AID 626. B-score at 10 µM;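 active means fluorescence rise, raw or as B-score row- and column-corrected plate score, outside the 99.7% band of its plate's samples, either direction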
M1 antag = M1 muscarinic receptor (rat) antagonism; P08482; CHO-M1 cells, Fluo-4 calcium, ACh EC80 antagonist mode; hits give low values; B-score at 10 µM; actives 3.4% (n = 64,000); AID 628;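 active means calcium fluorescence response, raw or row-and-column corrected B-score, differing from the plate sample mean either way at a set confidence level, mostly lower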
* = called active by the depositor; / = not tested or not shown.

No. | molecule | Jurkat viability | HEK293 NFkB inh | TNAP act mid DEA | D1 allo mod | Ec RNAP inh | S1P3 ag | S1P1 ag-PAM | M1 ag | M1 antag
1 | O=C(O)C(c1ccccc1)C1(O)CCCC1 (configuration not stated) | -3 | 18 | 1 | / | 5 | 0.0 | -26 | 0.068 | 0.32
2 | CCOC(=O)C(C(=O)OCC)c1cc(Br)c2noc3c2c1C(=O)c1ccccc1-3 | / | -2 | 0.9 | -1 | 5 | / | / | 788* | -0.76
3 | Cc1nc(SCC(=O)NCc2ccco2)nc(C)c1C | 0 | 18 | 1 | 0.07 | 0 | -0.9 | 29 | 0.77 | -0.29
4 | COC(=O)c1ccc(NC(=O)CCN2CCN(c3ccccc3)CC2)cc1 | 2 | 4 | 0.9 | -0.92 | / | -2.3 | 16 | -0.14 | -0.23
5 | Cn1c(=O)n(Cc2ccc(F)cc2)c(=O)c2c1nc1n2CCCN1C1CCCCC1 | 5 | 21 | 1 | 1.3 | 2 | -2.2 | -9 | 0.031 | -0.081
6 | CCOC(=O)N1CCN(c2c(NCC3CCN(Cc4cccc(C)c4)CC3)c(=O)c2=O)CC1 | -1 | -9 | 0.9 | -0.18 | 8 | -0.6 | -22 | 0.12 | -0.34
7 | CCOC(=O)N1CCC(N2C(=O)c3ccccc3C2Nc2ccc(Cl)cn2)CC1 (configuration not stated) | 7 | 11 | 0.9 | -0.75 | -1 | -0.8 | -12 | 0.92 | -0.0045
8 | O=C(Nc1cccc(Oc2ccc3c(c2)C(=O)NC3=O)c1)c1ccco1 | 2 | 19 | 0.9 | 0.89 | -6 | -1.3 | / | 0.76 | -0.26
9 | O=C(O)c1cc(-c2ccccn2)n[nH]1 | -1 | -4 | 1 | -0.88 | -3 | 0.2 | -12 | 1.3 | -0.25
10 | Cc1ccc(CNC(=O)c2nnn(-c3cccc(C)c3)c2N)cc1 | -8 | 22 | 0.9 | 0.78 | 3 | -1.3 | -2 | -0.4 | -0.96
11 | O=c1c2[nH]c3ccc(Cl)cc3c2ncn1Cc1ccccn1 | -3 | 2 | 1 | 1.1 | 2 | 0.2 | -22 | -0.5 | 0.77
12 | C=CCn1c(CCNC(=O)c2cccs2)nnc1SCC(=O)Nc1cccc(C(C)=O)c1 | 8 | 7 | 0.9 | 0.13 | 6 | 0.0 | / | -0.06 | 0.017
13 | Cc1nc(SCC(=O)O)c2oc3ccccc3c2n1 | 11 | 11 | 0.9 | 1.4 | 6 | 0.0 | -2 | -0.57 | 0.046
14 | CC1NC(=O)N(C)C2NC(=O)N(C)C(c3ccccc3)C12 (configuration not stated) | -4 | 15 | 0.9 | / | 1 | -1.1 | 4 | 0.0019 | 0.3
15 | CCC(C)(C)n1nnnc1C(c1ccncc1)N1CCN(c2cccc(OC)c2)CC1 (configuration not stated) | 4 | 9 | 0.9 | 0.12 | 7 | -2.4 | -1 | 0.08 | 0.2
16 | CC1(C(=O)O)CCC(C(=O)Nc2ccccc2)C1(C)C (configuration not stated) | -1 | 12 | 1 | -0.26 | 9 | -0.2 | / | 0.36 | -0.042
17 | COc1nc(NC(C)(C)C)nc(Oc2ccc(=O)n(-c3ccccc3)n2)n1 | 3 | 8 | 0.9 | 3.6 | -2 | 0.5 | -21 | 0.31 | 0.37
18 | Cc1cccc(OCc2nnc(SCC(=O)Nc3cc(C)on3)n2C)c1 | -3 | 6 | 1 | -0.37 | -4 | 1.2 | -6 | 0.011 | 1.2
19 | CC(=O)Cc1nsc(NC(=O)c2ccc(COc3ccccc3)o2)n1 | 0 | 13 | 1 | 0.1 | 6 | -0.6 | -2 | -1.1 | -0.00079
20 | Cc1nc2nc(COc3ccccc3)nn2c(C)c1Cl | 0 | 12 | 0.9 | 1.8 | 4 | -0.6 | 4 | -0.84 | -0.56

Compound profiles, from the list above. Order of screens: Jurkat viability, HEK293 NFkB inh, TNAP act mid DEA, D1 allo mod, Ec RNAP inh, S1P3 ag, S1P1 ag-PAM, M1 ag, M1 antag
Entry for O=C(O)c1cc(-c2ccccn2)n[nH]1 : -1, -4, 1, -0.88, -3, 0.2, -12, 1.3, -0.25
Entry for CCOC(=O)N1CCN(c2c(NCC3CCN(Cc4cccc(C)c4)CC3)c(=O)c2=O)CC1 : -1, -9, 0.9, -0.18, 8, -0.6, -22, 0.12, -0.34
Entry for Cn1c(=O)n(Cc2ccc(F)cc2)c(=O)c2c1nc1n2CCCN1C1CCCCC1 : 5, 21, 1, 1.3, 2, -2.2, -9, 0.031, -0.081
Entry for CC(=O)Cc1nsc(NC(=O)c2ccc(COc3ccccc3)o2)n1 : 0, 13, 1, 0.1, 6, -0.6, -2, -1.1, -0.00079

Other compounds.
No. | molecule | Jurkat viability | HEK293 NFkB inh | TNAP act mid DEA | D1 allo mod | Ec RNAP inh | S1P3 ag | S1P1 ag-PAM | M1 ag | M1 antag
21 | CC(=O)Nc1cccc(C(=O)N2CCN(Cc3ccccc3)CC2)c1 | -1 | 5 | 0.9 | 1.1 | 1 | -0.3 | 11 | 0.03 | -0.58
22 | O=C(Nc1ccccc1-c1ccccc1)c1cnccn1 | 7 | 13 | 0.9 | 5.2* | 10 | -0.5 | -14 | -1.3 | 0.5
23 | c1ccc(CCc2nc(-c3ccncc3)no2)cc1 | -1 | 6 | 0.9 | 1.4 | 8 | 1.2 | 22 | -0.39 | -0.1
24 | Cc1cc(NS(=O)(=O)c2ccc(NC(=O)COc3ccc(Cl)cc3)cc2)no1 | 2 | 4 | 0.8 | 0.65 | 7 | -1.1 | 4 | 0.56 | 1.1
25 | O=C(CCc1ccccc1)Nc1ccc(N2CCOCC2)cc1 | 1 | 1 | 1 | 0.053 | / | -0.7 | -16 | / | /
26 | O=c1ccc(Br)c[nH]1 | 1 | 12 | 1 | / | 2 | -1.5 | -1 | -0.7 | -1.5
27 | O=C(O)c1c(F)c(F)c(F)c(F)c1-c1ccc(Cl)cc1 | -6 | 12 | 1 | 0.48 | -2 | -1.7 | -19 | -0.9 | 0.18
28 | CC(C)(C)c1nc(NCC2CCCO2)c2nnn(Cc3ccccc3)c2n1 (configuration not stated) | 3 | 22 | 1 | 0.16 | / | 1.4 | -8 | -0.52 | 0.21
29 | CCNC(=O)CC1C(=O)N(c2cccc(OC)c2)C(=O)N1CCOC (configuration not stated) | -7 | 0 | 0.9 | -0.85 | 9 | 0.0 | / | 0.18 | 0.11
30 | Cc1cc(S(=O)(=O)N2CCCC2)ccc1OCC(=O)NCc1ccco1 | -5 | 7 | 1 | -0.0031 | 4 | -0.5 | / | 0.23 | -1.4
31 | O=C(Nc1ccc2c(c1)OC1(CCCC1)O2)C1CC1 | -6 | 4 | 0.9 | -0.27 | 5 | -0.3 | -8 | -0.25 | -0.82
32 | CC(=O)CC1OC(=O)C(Br)=C1NCc1ccccc1 (configuration not stated) | 49* | 10 | 0.9 | -0.13 | 1 | -0.7 | -40 | -0.78 | -2.3*
33 | O=C1C(Cl)=C(N2CCN(Cc3ccccc3)CC2)C(=O)N1c1ccccc1 | 4 | -8 | 0.9 | 0.28 | 3 | -1.5 | -8 | -1.4 | -0.077
34 | COc1ccc(/C(C)=N\n2cnnc2)cc1 | -8 | 12 | 0.9 | 0.57 | 5 | -0.1 | -4 | -0.44 | 0.15
35 | Cc1ccc(N2C(=O)c3ccc(C(=O)NCCN4CCOCC4)cc3C2=O)cc1 | 1 | 11 | 0.9 | -0.53 | 4 | -1.0 | 3 | 0.25 | -0.52
36 | Cc1cc(C(=O)COc2cccc3cccnc23)c(C)n1C | 5 | 9 | 0.9 | 0.23 | 0 | 0.3 | 5 | -0.027 | 0.14
37 | COCCn1c(Sc2ccc(C)cc2)nc2c1c(=O)[nH]c(=O)n2C | 4 | -8 | 0.9 | 1.6 | 9 | -0.2 | -3 | -1.1 | 0.18
38 | CCOc1ccc(Br)cc1C1NC(=O)c2c(sc3c2CCN(C)C3)N1 (configuration not stated) | 4 | 9 | 1 | -4.6* | 10 | -0.5 | 8 | -0.41 | 1.8
39 | O=C(OCc1nc2ccccc2s1)C1CCN(S(=O)(=O)c2cccs2)CC1 | -7 | 3 | 1 | 0.2 | 9 | 0.3 | 6 | -1.1 | -1
40 | Cn1cc(/C=N/n2cnc3scc(-c4ccc(Cl)cc4)c3c2=O)c2ccccc21 | 96* | 40* | 1 | 0.86 | 4 | -2.2 | -17 | -0.086 | 0.026
41 | Cc1nc2ccccn2c1/C(O)=C1\C(=O)C(=O)N(CCN(C)C)C1c1cccnc1 (configuration not stated) | -3 | 15 | 1 | -1.1 | 5 | -1.8 | 10 | -0.33 | -0.14
42 | CC(C)CCNC(=O)NC(=O)CSc1nnc(-c2ccccc2Br)o1 | 3 | 14 | 0.9 | 0.5 | 7 | -0.8 | -3 | -0.37 | 0.1
43 | Cc1cccc(Nc2ncc3c(n2)CC(c2ccco2)CC3=O)c1 (configuration not stated) | 3 | 11 | 0.8 | 0.32 | 9 | 0.7 | -24 | 0.19 | -1.2
44 | Cc1ccc(N(CC(=O)NCc2cccnc2)S(C)(=O)=O)cc1C | 5 | -13 | 0.9 | 1.6 | 0 | -1.1 | / | -0.44 | 0.84
45 | CCOC(=O)C1CCN(C(=O)CN(C)S(=O)(=O)c2cc(C)ccc2OC)CC1 | 1 | 4 | 0.9 | -0.001 | 3 | -0.5 | / | 0 | -0.16
46 | CCCCCCn1c(CN2CCN(CCO)CC2)nc2c1c(=O)n(C)c(=O)n2C | -12 | 11 | 1 | / | 3 | -0.5 | -10 | 0.37 | 0.027
47 | COCCn1c(SCC(=O)c2[nH]c(C)c(C(C)=O)c2C)nc2ccccc21 | 9 | 11 | 1 | 0.15 | 9 | 0.4 | -25 | 1.6 | -0.8
48 | C=CCn1c(SCC(=O)NCc2ccccc2)nnc1-c1ccccc1O | 0 | 1 | 0.9 | / | 2 | -0.8 | 9 | -0.73 | 0.28
49 | O=C(CCCCCNc1nc(=S)[nH]c2ccccc12)N1CCN(c2ccccn2)CC1 | / | 13 | 1 | -0.0021 | 1 | / | / | 15* | -1.6
50 | CC(C)(C)NC(=O)C(Cc1ccccc1)NS(=O)(=O)c1ccc2c(c1)CCC(=O)N2 (configuration not stated) | 1 | 21 | 1 | 0.33 | -5 | -0.1 | 5 | -0.21 | 0.79
51 | CC(=O)/C(C(=N)N1CCN(Cc2ccccc2)CC1)=C(\C)O | 9 | 5 | 0.9 | -0.16 | / | -0.7 | / | -0.056 | 0.97
52 | O=c1cc(N2CCC3(CC2)OCCO3)[nH]c(=O)n1-c1ccc(Br)cc1 | -2 | 10 | / | -0.52 | / | -0.3 | -5 | 0.41 | 0.87
53 | CCOC(=O)N1CCN(c2c(NCCN3CCN(Cc4ccccc4)CC3)c(=O)c2=O)CC1 | -3 | 0 | 0.9 | 0.2 | 7 | 0.3 | -3 | -0.95 | -0.6
54 | CCCc1cc(=O)[nH]c(Nc2ccc(N3CCCCC3)cc2)n1 | 8 | 7 | 0.9 | 0.75 | 2 | -2.1 | 10 | 0 | 1.6
55 | COC(=O)c1ccccc1NC(=O)CN1CCC(n2nnc3cc(C)ccc32)CC1 | / | 12 | 0.8 | / | 5 | / | / | -0.53 | 0.68
56 | CCCCCOc1ccc(NC(=O)CCCC(=O)O)cc1 | -2 | -2 | 0.9 | 0.52 | 5 | 0.2 | -13 | -0.2 | 0.33
57 | CCN(CC)S(=O)(=O)c1ccc(NC2c3ccccc3C(=O)N2Cc2ccc3c(c2)OCO3)cc1 (configuration not stated) | 0 | 17 | 1 | -0.5 | -2 | -0.5 | 5 | 0.061 | 0.53
